Compound activity as filed in PubChem.
HCV NS3 hel inh – HCV NS3 helicase inhibition; 0.56% of 290,000 active; NS3 helicase DNA unwinding, Cy5 molecular beacon fluorescence; inhibition, % at 10.9 µM;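 active = inhibition above the mean of all tested compounds plus 3 SD, set per campaign, cut at about 35% in these data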;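 also: 0% = DMSO wells and 100% = thioflavine S control wells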
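System: Hepatitis C virus NS3 helicase domain fragment enzyme | Reagent: Annealed dual-labelled DNA beacon duplex, ATP-started | Compound dosing: 10.9 µM single point, 0.8% DMSO | Incubation: 1 h reaction at 25 °C, ATP-initiated | Technique: Cy5 fluorescence | Evaluation: Percent inhibition from t60/t0 fluorescence ratio | Benchmarks: Low DMSO, high thioflavine S at 110 µM | Replication: Singlicate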
MEKK2 WT-MEK5 – raises or lowers MEK5 binding to wildtype human MEKK2 PB1 domain. bead flow cytometry, Alexa488-MEK5 binding to MEKK2 WT; actives lie on both sides. binding response (% of control), % at 10 µM. 1.1% of 290,000 active. AID 1531; in the data active = binding response below about 67% or above about 130%
CRFR2-BP ag – CRF-BP/CRF-R2 complex agonism. HEK293 CRF-R2/CRF-BP, calcium dye fluorescence (FLIPR); percent of saturating CRF peptide response. activation, % at 13.2 µM. 0.46% of 350,000 active. AID 588473;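 active = activation of at least 50%, plus an integration ratio under a set limit after plate pattern correction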;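 also: plate controls were neutral control wells without compound for no effect and CRF at EC100 for full effect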
MEKK2mut PB1 HTS – signal of MEK5 binding to mutant human MEKK2 PB1 domain. bead flow cytometry, Alexa488-MEK5 binding to MEKK2 mutant. percent response, % at 10 µM. 0.35% of 290,000 active. AID 1530; in the data active = percent response above about 24%, passing the limit was not always enough; also: inactives centre near 1; some results filed as inactive read as strong as hits
SUMO HTRF inh – SUMOylation inhibition; P63279; HTRF SUMOylation assay, SAE1/SAE2 + UBC9, in vitro; inhibition, % at 35 µM; 0.36% of 290,000 active; in the data active = inhibition above about 50%, passing the limit was not always enough; also: strong numbers were not always called active
Target sequence (P63279 whole entry, looked up): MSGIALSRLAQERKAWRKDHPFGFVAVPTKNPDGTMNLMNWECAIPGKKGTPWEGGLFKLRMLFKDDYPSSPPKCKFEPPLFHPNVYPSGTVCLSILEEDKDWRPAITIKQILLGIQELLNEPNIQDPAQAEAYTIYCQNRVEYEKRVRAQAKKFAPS
FID counter – counter-screen for HCV NS3 helicase inhibitors: DNA intercalator displacement. AID 1845. 0.17% of 290,000 active. DNA fluorescent intercalator displacement, fluorescence. inhibition, % at 7.9 µM; in the data active = inhibition above about 37%;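 also: 0% = vehicle and 100% = reference compound; higher means more ethidium bromide displaced from hairpin DNA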
GalR3 antagonist – blocks the human galanin receptor 3 | HEK293 GalR3-CNG cAMP membrane potential fluorescence; galR3 body fused to GalR1 C-terminus | 0.44% of 360,000 active | inhibition, % at 3 µM | O60755;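 active = inhibition above the screen-wide average plus 3 SD, cut at about 13% in these data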;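 also: forskolin and galanin both at EC90 stimulate the cells; cAMP rise reported by CNG channel membrane potential dye signal; 0% = forskolin plus galanin with DMSO and 100% = forskolin alone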
MEKK3 PB1 HTS – MEKK3-MEK5 PB1 interaction, increase or decrease; Q99759; bead-based flow cytometry, Alexa488-MEK5 binding to MEKK3; actives lie on both sides; 0 = blocked by unlabeled MEK5, 100 = vehicle; binding response (% of control), % at 10 µM; 1.4% of 290,000 active;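 active = binding response more than 3 SD above or below the average of its plate-row segment, actives on both sides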;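 also: Alexa488 bead fluorescence after subtracting the streptavidin-only scavenger bead signal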
Target sequence (Q99759 whole entry, looked up): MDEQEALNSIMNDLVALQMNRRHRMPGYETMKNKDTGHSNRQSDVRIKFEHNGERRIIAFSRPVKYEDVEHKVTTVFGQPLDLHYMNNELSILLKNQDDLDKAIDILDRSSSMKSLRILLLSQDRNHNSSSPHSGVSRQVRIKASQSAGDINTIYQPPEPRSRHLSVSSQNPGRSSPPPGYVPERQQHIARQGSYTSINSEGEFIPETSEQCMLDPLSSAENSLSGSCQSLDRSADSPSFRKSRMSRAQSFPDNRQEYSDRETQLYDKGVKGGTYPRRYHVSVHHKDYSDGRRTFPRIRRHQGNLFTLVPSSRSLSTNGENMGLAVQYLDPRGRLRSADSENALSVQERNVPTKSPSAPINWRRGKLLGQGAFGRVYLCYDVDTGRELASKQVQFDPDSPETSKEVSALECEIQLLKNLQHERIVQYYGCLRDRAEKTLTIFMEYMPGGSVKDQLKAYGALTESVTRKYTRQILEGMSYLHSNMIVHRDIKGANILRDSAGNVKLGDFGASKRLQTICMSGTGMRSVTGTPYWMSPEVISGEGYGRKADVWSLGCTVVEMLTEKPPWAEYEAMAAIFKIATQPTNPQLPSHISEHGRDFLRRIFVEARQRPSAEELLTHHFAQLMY
CRFR2-BP antag – blocks CRF-induced signaling of the CRF-BP/CRF-R2 complex. HEK293 CRF-R2/CRF-BP, CRF-induced calcium fluorescence. inhibition, % at 11.8 µM. 0.59% of 350,000 active. AID 588475;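 active = inhibition of the ligand-induced calcium signal above about 50% at the single tested concentration, limit read from the data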
* = called active by the depositor; / = not tested or not shown. The list is partial; rates above refer to the full screens.

Second line of a record – HCV NS3 hel inh, CRFR2-BP antag, CRFR2-BP ag, MEKK3 PB1 HTS, MEKK2mut PB1 HTS, GalR3 antagonist, SUMO HTRF inh, FID counter, MEKK2 WT-MEK5
O=C(O)CCCC(=O)Nc1ccc(Cl)c(Cl)c1
  5, 13, -1.8, 95, -6, -2, 2, -4, 95
O=C(NCCc1nnc2ccc(NCCCN3CCOCC3)nn12)c1ccccc1F
  9, -4, -0.5, 104, 2, -7, 2, -7, 102
S=C(Nc1cccc(Cl)c1)N1CCN(c2ccccn2)CC1
  -9, 7, -2.1, 102, 0, -3, -9, -11, 107
O=C(NCCCc1ccccc1)C1CCC(CNc2c(N3CCCCC3)c(=O)c2=O)CC1 (stereo unspecified)
  27, 6, -1.7, 100, 5, 2, 3, -32, 99
COc1ccccc1Oc1ccc(S(=O)(=O)N2CCN(C)CC2)cc1
  -1, 11, 2.3, 96, 0, 6, 1, 6, 98
Nn1c(SCc2cccc(Br)c2)nnc1-c1cccnc1
  3, -18, -0.3, 104, 7, 0, 10, -4, 100
CCC(O)(CC)C(=O)N/N=C/c1cc(Br)cc(Br)c1O
  5, -7, 1.4, 134*, 23, -4, -3, 0, 127
O=S(=O)(Oc1ccccc1/C=N/n1cnnc1)c1ccccc1
  4, -1, 0.8, 102, 1, -2, -25, -5, 102
N/C(CSc1ncccc1C(F)(F)F)=N\O
  1, -1, 4.8, 96, -11, -1, 10, 0, 95
CC1CCN(c2ccc3nnc(CCC(=O)Nc4cccc(F)c4)n3n2)CC1
  -3, 7, 0.2, 96, 2, -8, 5, -42, 101
O=C(Cn1[nH]c(=O)c2ccccc2c1=O)NCc1cccnc1
  1, 3, -0.9, 97, -2, -10, 1, -1, 93
CCOc1cc([C@@H]2C[C@H]3CN(c4ccccc4)C(=O)[C@]34CCCN24)ccc1OC
  4, -2, 1.5, 103, 2, -2, 9, -6, 99
COc1ccc2[nH]c(C)c(C(=O)CN(C)C)c2c1
  2, -7, -1.4, 106, 6, -7, -20, 10, 109
CCOc1cccc(C(=O)Nc2nnc(-c3cccs3)s2)c1
  11, 0, 1.2, 104, -2, -4, 11, -6, 105
CC(C)[C@@H]1NC(=O)N(c2ccc(Oc3ccccc3)cc2)C1=O
  5, 6, -1.5, 95, -3, -1, -35, -9, 99
CC(=O)N1c2ccc(S(=O)(=O)NCCC(=O)Nc3ccc(C)c(F)c3)cc2CC1C (stereo unspecified)
  0, 4, 0.2, 107, 6, 2, 3, -21, 113
CC1(C(=O)NCc2ccc(Cl)c(Cl)c2)Oc2ccccc2NC1=O (stereo unspecified)
  5, -4, -0.9, 96, -2, 4, 12, -7, 97
COc1ccc(CN2CCC(CO)(Cc3ccccc3C(F)(F)F)CC2)c(F)c1
  -21, 1, -0.9, 102, 9, 0, 11, 26, 114
O=C(NC1CCN(S(=O)(=O)c2ccc(F)cc2)CC1)c1ccccc1
  -2, -7, -0.5, 98, 4, -7, 2, -12, 102
O=c1ccc(Oc2nc(N3CCOCC3)nc(N3CCOCC3)n2)n[nH]1
  6, -10, 0.8, 98, 7, -4, -7, -2, 99

Nine entries from above in another layout.
smiles	HCV NS3 hel inh	CRFR2-BP antag	CRFR2-BP ag	MEKK3 PB1 HTS	MEKK2mut PB1 HTS	GalR3 antagonist	SUMO HTRF inh	FID counter	MEKK2 WT-MEK5
O=C(O)CCCC(=O)Nc1ccc(Cl)c(Cl)c1	5	13	-1.8	95	-6	-2	2	-4	95
O=C(NCCc1nnc2ccc(NCCCN3CCOCC3)nn12)c1ccccc1F	9	-4	-0.5	104	2	-7	2	-7	102
S=C(Nc1cccc(Cl)c1)N1CCN(c2ccccn2)CC1	-9	7	-2.1	102	0	-3	-9	-11	107
O=C(NCCCc1ccccc1)C1CCC(CNc2c(N3CCCCC3)c(=O)c2=O)CC1 (stereo unspecified)	27	6	-1.7	100	5	2	3	-32	99
COc1ccccc1Oc1ccc(S(=O)(=O)N2CCN(C)CC2)cc1	-1	11	2.3	96	0	6	1	6	98
Nn1c(SCc2cccc(Br)c2)nnc1-c1cccnc1	3	-18	-0.3	104	7	0	10	-4	100
CCC(O)(CC)C(=O)N/N=C/c1cc(Br)cc(Br)c1O	5	-7	1.4	134*	23	-4	-3	0	127
O=S(=O)(Oc1ccccc1/C=N/n1cnnc1)c1ccccc1	4	-1	0.8	102	1	-2	-25	-5	102
N/C(CSc1ncccc1C(F)(F)F)=N\O	1	-1	4.8	96	-11	-1	10	0	95

Other results follow.
Second line of a record – HCV NS3 hel inh, CRFR2-BP antag, CRFR2-BP ag, MEKK3 PB1 HTS, MEKK2mut PB1 HTS, GalR3 antagonist, SUMO HTRF inh, FID counter, MEKK2 WT-MEK5
CC(=O)Cn1nnc2sc3c(c2c1=O)CCC(C(C)(C)C)C3 (stereo unspecified)
  1, -18, -1.9, 101, -1, -9, -2, -21, 99
Cc1ccccc1NC(=O)/C(=C/c1ccccc1)c1ccccc1
  4, 8, 2.0, 101, 2, -5, -6, -12, 101
N#Cc1cnn(-c2nc3sc4c(c3c(=O)[nH]2)CCCC4)c1N
  2, 8, -0.5, /, /, -6, -24, -2, /
O=C(NCc1ccco1)/C(=C/c1cccnc1)NC(=O)c1cccc(Br)c1
  0, 32, 0.5, 101, 4, -2, 30, -5, 102
COc1ccc(O)c(C(=O)c2cc(C#N)c(=O)n(CCN3CCOCC3)c2)c1
  -5, -22, 2.9, 83, -16, -1, 8, 3, 90
Cc1cccc(OCC(=O)NCC(=O)N/N=C/c2ccccc2)c1
  -6, -9, 1.5, 101, 4, -6, 1, -29, 101
CC(C)C[C@@H](CC#N)N1CCN(Cc2ccccc2)CCC1=O
  -13, 2, -0.9, 99, -4, -5, 3, -12, 98
CCN(c1ccc(OC)cc1)S(=O)(=O)c1cc(-c2cc(C)no2)ccc1C(C)C
  -12, 1, 9.3, 96, 0, -4, -10, -36, 97
Cc1cc(C)cc(NS(=O)(=O)c2cc(C(=O)NCc3ccccn3)ccc2Cl)c1
  -8, 2, 1.7, 94, -3, -1, -8, -22, 96
CCN(CC)S(=O)(=O)c1cc(NC(=O)c2ccc(Br)s2)ccc1C
  -10, -42, 1.5, 104, 4, -1, -19, -4, 106
O=C1c2ccccc2N2C(=O)c3ccccc3[C@H]2N1c1ccccc1
  -1, 10, 0.0, 107, 16, -1, -6, -11, 105
COc1cccc(-n2c(SC)nnc2-c2cnccn2)c1
  -1, -12, 0.6, 100, 4, -7, -21, -5, 102
O=C(Nc1ccccc1)N1CCCCC1c1cccnc1 (stereo unspecified)
  -1, 11, 0.7, 100, 1, -2, 8, 2, 104
O=C(Nc1cccc(-c2cn3cccnc3n2)c1)c1ccc2c(c1)OCO2
  6, 20, 0.9, 97, 2, -5, 9, -8, 101
COc1ccc(Cl)cc1NC(=S)N1CC(C)OC(C)C1 (stereo unspecified)
  -8, -3, 1.9, 94, -9, -2, -8, -7, 90
CCOc1ccc(C2C(C(=O)c3ccc(C)o3)=C(O)C(=O)N2Cc2cccnc2)cc1 (stereo unspecified)
  13, 10, -1.3, 93, -4, 5, 7, -63, 93
NC(=S)N/N=C/c1coc2c(ccc3ccccc32)c1=O
  -3, 17, -1.5, 101, 10, -4, 41, 3, 97
O=C(CCN1Cc2ccccc2C1)c1ccc2c(c1)OCCO2
  -15, -4, 0.4, 98, 0, -5, 1, 0, 100
O=C(COC(=O)c1c2c(nc3ccccc13)CCCCC2)NCc1ccc2c(c1)OCO2
  6, 14, 0.9, 92, -4, -2, -4, -23, 92
O=C(COC(=O)c1ccc(N2CCOCC2)c([N+](=O)[O-])c1)Nc1ccc2c(c1)OCO2
  8, 10, -4.7, 112, -1, 1, -16, -2, 101
CCCOc1ccc(-c2c(C(=O)N/N=C/C3CCCCC3)nnn2-c2nonc2N)cc1
  2, 2, -0.3, 100, 2, 0, 18, -14, 104
Cc1ccc(C2CC(=O)NC(SCC(=O)Nc3nccs3)=C2C#N)cc1 (stereo unspecified)
  2, -23, -0.5, 111, 20, 2, 12, -2, 110
O=C(N/N=C/C=C/c1ccc([N+](=O)[O-])cc1)C1COc2ccccc2O1 (stereo unspecified)
  -2, -16, -0.5, 105, 10, -1, -10, -5, 116
N/C(=N\OC(=O)CCC1CCCC1)c1cccnc1
  -5, 9, -1.3, 100, 17, 2, -7, -3, 100
COc1ccc(C)cc1S(=O)(=O)Nc1cccc(SC)c1
  -9, -11, 0.8, 91, -6, -6, -4, -16, 89
CCOC(=O)c1c(NC(=O)Cc2cccs2)sc(C(=O)N2CCCCC2)c1C
  -6, -18, -2.0, 104, 7, -3, 8, -7, 108
CCn1cc([N+](=O)[O-])c(C(=O)N2N=C3/C(=C/c4cccs4)CCCC3C2c2cccs2)n1 (stereo unspecified)
  17, -8, -0.3, 95, -1, -1, 14, -9, 94
Cc1csc(NC(=O)c2ccc3c(c2)OCO3)n1
  17, -6, 0.8, 95, 3, -7, -8, -8, 98
O=C(Nc1nsc(-c2ccccc2)n1)c1cccs1
  0, -15, 2.0, 106, 7, 3, -14, -6, 105
Cc1c(Cl)cccc1NC(=O)CC1SC(=NCC2CCCO2)NC1=O (stereo unspecified)
  2, -18, -0.3, 108, 0, -3, -17, -3, 102
COc1ccc(-c2c(=O)n(OCc3nc4ccccc4[nH]3)c3ccccc3[n+]2[O-])cc1
  2, -1, -1.8, 93, -7, -2, 8, -8, 99
COc1ccc(C2CC(c3ccccc3)=NN2c2ccc(/C=N/NC(=O)c3ccncc3)cc2)cc1 (stereo unspecified)
  4, -24, 21, 101, 4, -4, 16, -5, 93
